# Screens from PubChem.
# SMN2 splice up – qHTS Assay for Enhancers of SMN2 Splice Variant Expression; Potency, µM (highest dose often 46.1 µM), without a hit: top-dose activity change, positive = activation, usual class: activators; HEK293 SMN2-luciferase splicing reporter, luminescence, 30-36 h; AID 1458, 2008; actives 2.8% (n = 210,000); also: % of control where 0% means no effect; nearly all actives have a fitted effect of over 55% in size
#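 HEK293 cells carry an SMN2 […]–luciferase reporter in which exon 7 inclusion puts luciferase in frame. Cells were plated 10-12 h before compound addition, then incubated 30-36 h at 37C. ONE-Glo luminescence was read; sodium butyrate at 4.5 mM final served as control.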
# GAA glycogen mod – qHTS Assay for Inhibitors and Activators of Human alpha-Glucosidase Cleavage of Glycogen. Potency, µM (highest dose often 76.4 µM), for inactives: at the top dose activity change, negative = inhibition, most hits filed as inhibitors. actives 0.38% (n = 300,000). recombinant GAA, glycogen substrate, Amplex Red glucose oxidase fluorescence;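 also: 0% = full enzyme reaction and -100% = no-enzyme basal signal; the screen sought inhibitors and activators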
#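 qHTS, 1536-well; enzyme 4 nM final; cpd up to 77 uM; substrate bovine liver glycogen 30 ug; 50 mM citrate/phosphate pH 5.0, 0.01% Tween-20; 37 C, 40 min; Amplex Red detection 45 min RT; Hill fit → AC50.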
# Active calls of the source: *; ? = inconclusive; [ ] = another dose, or the depositor's remark. Calls follow the shape of the dose curve; as a rule, active = well fitted curve in the direction sought with a large enough effect; inconclusive = small, poorly fitted or top-dose-only effect, or another doubt; inactive = no such curve, though single readings can be large; an effect the other way counts as inactive or inconclusive. Potency is read from the fitted curve at half-maximal effect. A portion of the library; the hit share may differ from the screen's.
nr	canonical_smiles	SMN2 splice up	GAA glycogen mod
1	CCOc1ccc(-c2cc(CCCC(=O)NCCc3cc(OC)c(OC)c(OC)c3)no2)cc1	-17%	-10%[76.3 µM]
2	O=C(C1CCN(S(=O)(=O)c2ccc(Br)s2)CC1)N1CCN(c2ccccc2)CC1	16%	0%
3	O=C1CN(C(=O)c2ccc(S(=O)(=O)N3CCCCC3)cc2)C(c2ccc(F)cc2)c2cc(F)ccc2N1 (configuration not stated)	5%	0%[76.3 µM]
4	O=C1CN(C(=O)COc2ccc(Cl)cc2Cl)C(c2ccccc2)c2cc(F)ccc2N1 (configuration not stated)	-56%[inhibitor]	-11%[76.3 µM]
5	O=C(Nc1ccc2nn(-c3ccc(Cl)cc3)nc2c1)c1cc2ccccc2o1	-1%	15%[76.3 µM]
6	COC(=O)c1ccccc1NC(=O)Cn1c(=O)n(CCC(=O)NCc2ccc3c(c2)OCO3)c(=O)c2ccccc21	4%	14%[76.3 µM]
7	COc1ccc(CNC(=O)c2ccc3c(c2)N=C(C)c2c(C)ccc(C)c2S3)cc1	-22%	-14%[76.3 µM]
8	Cc1cc(Br)ccc1NC(=O)CCS(=O)(=O)c1cccc2nsnc12	0%	-2%[76.3 µM]
9	Cc1ccc(-c2cc(C(F)(F)F)n3ncc(-c4ccccc4)c3n2)cc1	12%	14%[76.3 µM]
10	CCOC(=O)c1c(NC(=O)CCCOc2ccc(C)cc2)sc2c1CCC(C)C2 (configuration not stated)	7%	16%[76.3 µM]
11	O=C(CCC1N=C2c3ccccc3N=C(SCc3ccc(Cl)cc3)N2C1=O)NCCc1ccccc1 (configuration not stated)	4%	-24%[76.3 µM]
12	Cc1ccc(C(=O)N/C(=C\c2ccc(Cl)cc2)C(=O)NC2CCCCC2)cc1	5%	15%[76.3 µM]
13	Cc1ccc(-c2nn(CCC(=O)Nc3ccc(OC(F)(F)F)cc3)c(=O)c3ccccc23)cc1	-2%	-1%[76.3 µM]
14	CCOc1ccc(-n2c(=O)c3c(C)c(C)sc3n(Cc3cc(=O)n4cc(Cl)ccc4n3)c2=O)cc1	-4%	10%[76.3 µM]
15	CCOc1ccc(/C=C/c2nc3ccccc3n2S(=O)(=O)c2ccc(Br)cc2)cc1	2.8µM*	4%[76.3 µM]
16	CCCCS(=O)(=O)c1oc(-c2ccc(F)cc2)nc1S(=O)(=O)c1ccccc1	-56%[inhibitor]	-12%[76.3 µM]
17	CCCS(=O)(=O)c1nc(S(=O)(=O)c2ccc(C)cc2)c(NCc2ccccc2Cl)s1	-1%	-8%[76.3 µM]
18	Cc1ccc2oc(-c3cccc(NC(=O)c4ccc(N5CCC(C)CC5)c([N+](=O)[O-])c4)c3)nc2c1	3%	2%[76.3 µM]
19	Nc1c(-c2nc(-c3ccccc3)cs2)c2ccccn2c1C(=O)c1ccc2c(c1)OCO2	27%	-3%[76.3 µM]
20	Cc1ccc(CNC(=O)Cn2c(=O)n(-c3ccc(C)c(F)c3)c(=O)c3sc4ccccc4c32)cc1	3%	-4%[76.3 µM]
21	COc1cccc(C2C(C(=O)Nc3ccc(Cl)cc3)=C(C)Nc3nc4ccccc4n32)c1OC (configuration not stated)	-15%	-9%[76.3 µM]
22	COc1ccc(C(=O)Nc2cc(-c3nc4ncccc4o3)ccc2C)cc1Br	-6%	12%[76.3 µM]
23	Cc1ccc(-n2c(=O)[nH]c3cc(C(=O)NCCc4ccccc4)ccc3c2=O)cc1	7%	12%[76.3 µM]
24	Cc1ccc(-c2n[nH]c3c2C(c2cccs2)N(c2ccc(Cl)cc2)C3=O)cc1 (configuration not stated)	-54%[inhibitor]	-7%[76.3 µM]

# Three records drawn at random from the list so far:
nr	canonical_smiles	SMN2 splice up	GAA glycogen mod
21	COc1cccc(C2C(C(=O)Nc3ccc(Cl)cc3)=C(C)Nc3nc4ccccc4n32)c1OC (configuration not stated)	-15%	-9%[76.3 µM]
17	CCCS(=O)(=O)c1nc(S(=O)(=O)c2ccc(C)cc2)c(NCc2ccccc2Cl)s1	-1%	-8%[76.3 µM]
22	COc1ccc(C(=O)Nc2cc(-c3nc4ncccc4o3)ccc2C)cc1Br	-6%	12%[76.3 µM]

# Gathered by group: the entries above with an aryl methoxy group
nr	canonical_smiles	SMN2 splice up	GAA glycogen mod
1	CCOc1ccc(-c2cc(CCCC(=O)NCCc3cc(OC)c(OC)c(OC)c3)no2)cc1	-17%	-10%[76.3 µM]
7	COc1ccc(CNC(=O)c2ccc3c(c2)N=C(C)c2c(C)ccc(C)c2S3)cc1	-22%	-14%[76.3 µM]
21	COc1cccc(C2C(C(=O)Nc3ccc(Cl)cc3)=C(C)Nc3nc4ccccc4n32)c1OC (configuration not stated)	-15%	-9%[76.3 µM]
22	COc1ccc(C(=O)Nc2cc(-c3nc4ncccc4o3)ccc2C)cc1Br	-6%	12%[76.3 µM]

# The listing continues:
nr	canonical_smiles	SMN2 splice up	GAA glycogen mod
25	CC1=C(C(=O)Nc2ccccc2)C(c2ccccn2)n2nc(SCc3ccccc3)nc2N1 (configuration not stated)	6%	15%[76.3 µM]
26	COc1ccc(N(C)C(=O)c2cn(C3CCCCC3)c(=O)c3c2c2ccccc2n3C)cc1	-20%	-9%[76.3 µM]
27	Cn1c(=O)c2c(nc(NCCc3ccccc3)n2Cc2ccc(Cl)cc2)n(C)c1=O	8%	7%[76.3 µM]
28	CCOC(=O)c1c(NC(=O)C(C)Oc2ccccc2F)sc(C(C)=O)c1C (configuration not stated)	2%	2%[76.3 µM]
29	Cn1nnnc1SCCNCc1ccc(Cl)c(Cl)c1	5%	9%[76.3 µM]
30	CCOc1ccc(C(=O)/C=C/c2cn(CC(O)CN3CCc4ccccc43)c3ccccc23)cc1 (configuration not stated)	-10%	-8%[76.3 µM]
31	CC(C)c1ccccc1NC(=O)CSc1nnc(COc2ccccc2)o1	-7%	-10%[76.3 µM]
32	CCOC(=O)c1c(C)c(-c2ccccc2)n(CC(=O)Nc2cc(C)cc(C)c2)c1C	4%	16%[76.3 µM]
33	COc1ccc(CCNC(=O)Cn2c(-c3cccs3)cc3cc(F)ccc32)cc1OC	-43%[inhibitor]	7%[76.3 µM]
34	Cc1ccccc1NC(=O)c1sc2nc(N3CCOCC3)c3c(c2c1N)CC(C)(C)OC3	-5%	14%[76.3 µM]
35	CCc1ccc(-c2nc3cc(NC(=O)c4ccc(C)c(C)c4)ccc3o2)cc1	-22%	-5%[76.3 µM]
36	O=c1c2sc3ccccc3c2n(Cc2cccc(C(F)(F)F)c2)c(=O)n1Cc1ccccc1	-10%	-6%[76.3 µM]
37	COc1ccc(NC(=O)C(NC(=O)/C=C\c2ccc3c(c2)OCO3)c2ccc(OC)cc2)cc1 (configuration not stated)	-5%	14%[76.3 µM]
38	COc1ccc(OCC(=O)Nc2ccc(-c3nc4cc(C)cc(C)c4o3)cc2)cc1	?	-6%[76.3 µM]
39	COc1cc(OC)cc(C(=O)Nc2ccc(-c3nc4ccccc4s3)cc2C)c1	10%	8%[76.3 µM]
40	CCN1CCN(c2cc(C)c3cc(NC(=O)c4cccc(Cl)c4)ccc3n2)CC1	6%	14%[76.3 µM]
41	Cc1oc(-c2cccc(Cl)c2)nc1CN1CCCC(C(=O)NCc2ccc(Cl)cc2)C1 (configuration not stated)	-14%	14%[76.3 µM]
42	O=C(c1ccc2c(c1)N(Cc1ccc(Cl)cc1)C(=O)c1ccccc1S2(=O)=O)N1CCC(Cc2ccccc2)CC1	-5%	-16%[76.3 µM]
43	COc1ccc2cc(CCNS(=O)(=O)c3ccc(C)cc3)c(=O)[nH]c2c1	-21%	15%[76.3 µM]
44	CCCN(CCC)c1cc(C)nc2nc(-c3ccc(C(C)(C)C)cc3)nn12	4%	-4%[76.3 µM]
45	COc1ccc(-c2cc(C(=O)Oc3ccc(C)cc3)c3cc(C)ccc3n2)cc1	-3%	-3%[76.3 µM]
46	CC(C)(C)c1ccc(C2=NC(C)(C)N(CC(=O)Nc3ccc(F)c(F)c3)C2=O)cc1	15%	-9%[76.3 µM]
47	CCN(CC)C(=O)c1sc(NC(=O)c2nc3ncccn3n2)c(C(=O)OC)c1C	5%	-2%[76.3 µM]
48	CCN(CC)C(=O)C1CCN(c2cc(C)nc3c(-c4ccc(OC)c(OC)c4)c(C)nn23)CC1	6%	-9%[76.3 µM]
49	CCOc1ccccc1NC(=O)CN(C)S(=O)(=O)c1ccc2nc(C)sc2c1	-8%	8%[76.3 µM]
50	CCN1C(=O)C2(c3ccccc31)c1c(oc3ccc(F)cc3c1=O)C(=O)N2CCCOC (configuration not stated)	-2%	-9%[76.3 µM]
51	CCCN(C(=O)c1ccc2c(=O)n3c(nc2c1)CCCCC3)c1cccc(Cl)c1	12%	-6%[76.3 µM]
52	Cc1ccc2nc(-c3ccc(Cl)s3)c(Nc3ccc4c(c3)OCCO4)n2c1	14%	-17%[76.3 µM]
53	CCOC(=O)c1cnc2cc(C(F)(F)F)ccc2c1Nc1cc(C)ccc1OC	9%	-6%[76.3 µM]
54	O=C(CN(c1cccc(Br)c1)S(=O)(=O)c1ccccc1)N1CCc2ccccc2C1	-38%[inhibitor]	-7%[76.3 µM]
55	CCOC(=O)c1cc(OC(=O)c2ccc(C)cc2)n(-c2ccccc2)n1	12%	-3%[76.3 µM]
56	CCOc1ccccc1N(C)C(=O)c1cc2c(s1)-c1ccccc1OC2	-13%	1%[76.3 µM]
57	COc1ccc(NC(c2nnc(-c3ccccc3)o2)c2ccccc2F)cc1Cl (configuration not stated)	-10%	-23%[76.3 µM]
58	Cc1ccc(O)c(-c2n[nH]c3c2C(c2ccccc2F)N(Cc2ccco2)C3=O)c1 (configuration not stated)	4%	-8%[76.3 µM]
59	COc1ccc(NC(=O)c2c(C)oc3ccc(O)c(CN4CCCCCC4)c23)cc1	25%	-4%[76.3 µM]
60	COc1ccc(C)cc1NC(=O)c1ccc2c(Cl)c3c(nc2c1)CCC3	-10%	15%[76.3 µM]
61	COc1ccc(NC(=O)Cn2c(=O)n(-c3ccc(C)c(C)c3)c(=O)c3c(C)c(C)sc32)cc1	26%	-2%[76.3 µM]
62	O=C(NC1CCCCC1)/C(=C/c1ccc(Cl)cc1)NC(=O)c1ccccc1	-12%	16%[76.3 µM]
63	Cc1ccc(-c2nc3n(n2)C(c2ccccc2Cl)C=C(c2ccc(Cl)cc2)N3)cc1 (configuration not stated)	-5%	-12%[76.3 µM]
64	Cc1ccc(CCNc2nc3ccccc3c3nc(-c4ccccc4)nn23)cc1	2%	-2%[76.3 µM]
65	CCOC(=O)c1cccc(NS(=O)(=O)c2cc(Br)cc3c2N(C(=O)C2CC2)CC3)c1	-75%[inhibitor]	-15%[76.3 µM]
66	CC(C)COc1ccc(C(=O)N(Cc2ccc(N(C)C)cc2)Cc2ccco2)cc1	-12%	-18%[76.3 µM]
67	CCCCOC(=O)CSc1nnc(-c2ccc(C)cc2)o1	4%	-16%[76.3 µM]
68	CC(=O)c1ccc(NC(=O)CSc2nnc(N)s2)cc1	29%	?
69	COCCNC(=O)CN1C(=O)COc2ccc(S(=O)(=O)N3CCOCC3)cc21	9%	-4%[76.3 µM]
70	CC(=O)Nc1ccc(NC(=O)c2ccc3c(c2)CCN3S(=O)(=O)c2ccc(Cl)cc2)cc1	4%	5%[76.3 µM]
71	Cc1ccc(-c2noc(CCC(=O)N(C)c3ccccc3F)n2)cc1	-11%	-1%[76.3 µM]
72	COc1cc(/C=C/c2nc(C#N)c(N3CCCCCC3)o2)cc(OC)c1OC	23%	-14%[76.3 µM]
73	Cc1ccc(CCNC(=O)c2ccc3c(Cl)c4c(nc3c2)CCCC4)cc1	-5%	13%[76.3 µM]
74	O=C(NCCc1nc2ccccc2n1Cc1c(F)cccc1Cl)c1ccco1	-38%[inhibitor]	-8%[76.3 µM]
75	Cc1oc2c(cc(NS(=O)(=O)c3ccc(Cl)cc3)c3ccccc32)c1C(=O)OCc1ccccc1	11%	12%[76.3 µM]
76	CC(=O)N1CCc2c(sc3c2c(=O)n(-c2ccc(F)cc2)c(=O)n3Cc2ccc(C#N)cc2)C1	4%	-3%[76.3 µM]
77	O=C(O)c1c(-c2ccccc2)oc2ccc(OCc3ccc(Cl)c(Cl)c3)cc12	16%	-1%[76.3 µM]
78	CCS(=O)(=O)c1ncc(Cl)c(C(=O)NCc2ccccc2)n1	?	14%[76.3 µM]
79	COc1ccc(OC)c(NC(=O)Cc2c(C(=O)O)[nH]c3ccc(Cl)cc23)c1	-1%	-8%[76.3 µM]
80	CCCOc1ccc(CNC(=O)Cn2ncn3c(cc4sc(CC)cc43)c2=O)cc1	-8%	12%[76.3 µM]

# The listing continues.
nr	canonical_smiles	SMN2 splice up	GAA glycogen mod
81	COC(=O)c1ccc(NC(=O)c2cccc3c2C(=O)N(C2CCCCC2)C3)cc1	-4%	-7%[76.3 µM]
82	CCOc1ccc(NC(=O)Nc2c[nH]c(=O)[nH]c2=O)cc1	21%	5%[76.3 µM]
83	COc1ccc(N2Cc3cccc(C(=O)Nc4ccc(Cl)cc4)c3C2=O)cc1	7%	14%[76.3 µM]
84	Cc1ccc(S(=O)(=O)N(Cc2nc(-c3ccc(Cl)cc3)no2)C2CCCCC2)cc1	-10%	-6%[76.3 µM]
85	COc1ccc(CNC(=O)c2ccc3c(c2)N(Cc2ccc(C)cc2)CCS3)cc1	-12%	7%[76.3 µM]
